# Bioassay records as filed in PubChem BioAssay.
# HT1080 IDH1KD tx – qHTS for induction of synthetic lethality in tumor cells producing 2HG: qHTS for the HT-1080-IDH1KD cell line | 360,000 tested, 2% active | HT-1080 IDH1 knockdown viability, ATP luminescence, 48 h | Potency, µM (series often up to 46.1 µM), for the others: at the top dose activity, negative = toxicity, hits mostly cytotoxic;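 further: potency means the concentration at half of the fitted maximal effect; 0% = DMSO wells and -100% = cell-free medium wells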
#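 Using the IDH1-knockdown HT-1080 line run in the same batch and compound series as the NT line, viability after 48 h at 37 °C was determined by CellTiter-Glo luminescence and expressed as % activity.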
# DRD3 agonist – qHTS of D3 Dopamine Receptor Agonist: qHTS; D(3) dopamine receptor (Homo sapiens), P35462; D3R DiscoveRx beta-arrestin cells, luminescence, 90 min; max activation, %; 410,000 tested, 0.58% active; AID 652048, 2013; in the data active means max activation above about 30%; further: 0% is about no effect; mostly tested at two doses, the higher about 12 µM
# Target sequence (P35462 whole entry, looked up): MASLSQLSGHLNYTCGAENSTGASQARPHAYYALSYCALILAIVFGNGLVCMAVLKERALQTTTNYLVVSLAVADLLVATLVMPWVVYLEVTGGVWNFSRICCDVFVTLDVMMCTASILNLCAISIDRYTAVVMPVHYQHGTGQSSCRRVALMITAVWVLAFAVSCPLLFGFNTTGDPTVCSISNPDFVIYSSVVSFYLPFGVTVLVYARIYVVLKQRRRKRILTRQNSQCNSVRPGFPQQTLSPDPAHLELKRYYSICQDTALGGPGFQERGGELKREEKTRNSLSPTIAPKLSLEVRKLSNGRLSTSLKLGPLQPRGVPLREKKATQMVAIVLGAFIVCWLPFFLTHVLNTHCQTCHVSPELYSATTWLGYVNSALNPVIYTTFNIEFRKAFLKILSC
#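 Agonist mode: compounds and dopamine controls were applied to plated cells for 90 min at 37 degrees C after an overnight attachment at 1500 cells/well. Luminescent read-out followed 30 - 60 minutes at room temperature with DiscoveRx detection reagent.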
# GLP1R ag – qHTS of GLP-1 Receptor Agonists; Potency, µM (highest dose often 45.6 µM), for inactives: top-dose activation, most hits filed as activators; AID 624172, 2012; 380,000 tested, 0.007% active; HEK293 GLP-1R CRE-luciferase, luminescence, 4-6 h; cells express a hypersensitive GLP-1R form; further: potency means the concentration at half of the fitted maximal effect; % of control where 0% means no effect
# Target sequence (P43220 whole entry, looked up): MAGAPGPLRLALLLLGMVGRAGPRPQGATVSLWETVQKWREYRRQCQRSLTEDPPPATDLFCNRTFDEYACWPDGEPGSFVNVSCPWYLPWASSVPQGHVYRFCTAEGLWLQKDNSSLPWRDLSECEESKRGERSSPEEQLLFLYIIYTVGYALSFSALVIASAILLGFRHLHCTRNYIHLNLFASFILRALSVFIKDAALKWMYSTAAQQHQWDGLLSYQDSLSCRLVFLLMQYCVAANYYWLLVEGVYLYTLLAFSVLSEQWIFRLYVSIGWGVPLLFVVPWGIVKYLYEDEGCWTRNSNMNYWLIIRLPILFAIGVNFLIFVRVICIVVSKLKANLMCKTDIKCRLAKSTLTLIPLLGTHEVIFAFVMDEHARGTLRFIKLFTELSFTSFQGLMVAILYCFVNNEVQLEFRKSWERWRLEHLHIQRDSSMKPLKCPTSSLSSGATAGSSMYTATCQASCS
# KB-3-1 tox – qHTS assay for MDR1-selective chemotherapeutics: Primary screen using the parental adenocarcinoma cell KB-3-1; 400,000 tested, 1.4% active; KB-3-1 viability, CellTiter-Glo ATP luminescence, 72 h; Potency, µM (doses to about 46.1 µM), inactives show at the highest dose activity change, negative = cytotoxic, usual class: cytotoxic; further: potency means the concentration at half of the fitted maximal effect; on the % scale 0 is the no-effect control and ±100 the full control effect; nearly all actives have a fitted effect of over 60% in size
#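 72 h, 37 °C compound treatment of KB-3-1 parental cells; CellTiter-Glo added, 10 min, luminescence read. Data corrected against DMSO-only plates and normalized before curve fitting.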
# D3 antag – qHTS of D3 Dopamine Receptor Antagonist: qHTS. D(3) dopamine receptor (Homo sapiens), P35462. D3R cells, DiscoveRx beta-arrestin luminescence, antagonist mode; hits give low values. max response, negative = inhibition, %. 360,000 tested, 2.5% active; in the data active means max response below about -50%; inconclusive means no clear call, values can overlap the other calls; further: on the % scale 0 is the no-effect control and ±100 the full control effect; mostly tested at two doses, the higher about 12 µM
#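 Cells plated overnight at 1500 cells/well, then exposed to library compounds with dopamine controls for 90 minutes at 37 degrees C. DiscoveRx reagent added for 30–60 minutes at room temperature; luminescence read, quantitative HTS format.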
# KB-V1 MDR tox – qHTS assay for MDR1-selective chemotherapeutics: Primary screen using the drug-selected MDR subline cells KB-V1. 400,000 tested, 3.4% active. AID 1347076, 2019. Potency, µM (titrated, usually from 46.1 µM), for inactives: at the top dose activity change, negative = cytotoxicity, hits mostly cytotoxic. KB-V1 MDR cells viability, CellTiter-Glo, 72 h; further: potency means the concentration at half of the fitted maximal effect; on the % scale 0 is the no-effect control and ±100 the full control effect; nearly all actives have a fitted effect of over 60% in size
#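 In this primary screen, KB-V1 cells overexpressing P-gp are incubated with library compounds (lowest to highest concentration) for 72 h at 37 degrees C before a luminescent ATP viability read.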
# HT1080-NT tox – qHTS for induction of synthetic lethality in tumor cells producing 2HG: qHTS for the HT-1080-NT fibrosarcoma cell line; AID 686970, 2013; Potency, µM (series often up to 46.1 µM), for inactives: top-dose activity, negative = less viability, usual class: cytotoxic; 360,000 tested, 1.6% active; HT-1080-NT fibrosarcoma viability, CellTiter-Glo ATP luminescence, 48 h;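 further: NT is the 2HG producing partner of a matched IDH1 knockdown line; potency means the concentration at half of the fitted maximal effect; 0% = DMSO-treated cells and -100% = media-only wells without cells; nearly all actives have a fitted effect of over 55% in size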
#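 HT-1080-NT; 750 cells/well; 5% FBS RPMI; 48 h compound, 37 degrees C; CellTiter-Glo luminescence; curve fitting and curve-class assignment.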
# SW480 rereplic – A quantitative high throughput screen for small molecules that induce DNA re-replication in SW480 colon adenocarcinoma cells; SW480 DNA re-replication, Hoechst DNA content imaging, 48 h; AID 624297, 2012; 340,000 tested, 1.8% active; Potency, µM (series often up to 46.1 µM), without a hit: top-dose re-replication activation, usual class: activators; further: potency means the concentration at half of the fitted maximal effect; % of control where 0% means no effect; nearly all actives have a fitted effect of over 55% in size
#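 Quantitative HTS format with DMSO vehicle controls; 48 hr drug incubation at 37 C, then 40 min Hoechst staining and scanning imager measurement at 405 nm excitation.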
# IL1B secr inh – qHTS for Inhibitors of Inflammasome Signaling: IL-1-beta AlphaLISA Primary Screen | THP-1 LPS/ATP IL-1B secretion, AlphaLISA, 16 h; hits give low values | 360,000 tested, 4.7% active | activity change, % at 57.5 µM | AID 743279, 2014; in the data active means activity change below about -50%; inconclusive means mostly about -30% to -49%; further: on the % scale 0 is the no-effect control and ±100 the full control effect
#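 THP-1 cells pretreated 1 hr with compounds (up to 57.5 uM final), then stimulated with LPS (250 ng/mL final) plus ATP (1.25 mM final); secreted IL-1B measured by AlphaLISA after 16 hr, decreased signal indicating inhibition.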
# Numbers without * were called inactive; ? = inconclusive; . = no result given; & = joins results of further samples; [ ] = remark or other dose. Unless noted, the call rests on the fitted dose curve; in most records, active means well fitted curve in the direction sought with a large enough effect; inconclusive means small, poorly fitted or top-dose-only effect, or another doubt; inactive means no such curve, though single readings can be large; an effect the other way counts as inactive or inconclusive.
# The line under a structure holds: HT1080 IDH1KD tx	DRD3 agonist	GLP1R ag	KB-3-1 tox	D3 antag	KB-V1 MDR tox	HT1080-NT tox	SW480 rereplic	IL1B secr inh
- CC(=O)Nc1ccc(NC(=O)CCCSc2nc3ccccc3s2)cc1
    -13%	-2	-1%	11%	-6	-4%	-1%	-1%	40
- CN1C(=O)NC(c2ccc(O)cc2)C2=C1CN(c1ccc(O)cc1)C2=O (stereo not drawn)
    -2%	0	8%	2%	7	12%	1%	6%	-22
- Cc1cccc(Nc2ccccc2C(=O)O)c1C
    1%	-15&3	-4%&8%	0%	?	-2%	19%	-17%&-41%&8%	0
- CCOc1ccccc1C(=O)Nc1cccc(-c2ccc(N3CCOCC3)nn2)c1
    0%	2	17%	0%	14	?	-5%	1%	-62*
- O=S(=O)(NCCN1CCOCC1)c1cc(Cl)ccc1Cl
    19%	1	6%	7%	-6	5%	10%	-5%	16
- O=C(c1cccs1)N1C[C@@H](O)[C@H](n2cc(C3CC3)nn2)C[C@@H]1c1ccc(Cl)cc1
    -3%	2	-3%	18%	-3	-14%	4%	.	11
- CCCCCCC1CC(C)(/C(C)=N/NC(N)=O)OC1=O (stereo not drawn)
    19%	1	3%	-13%	-13	?	-1%	-12%	-3
- CCCCN(C/C=C/c1ccccc1OC)Cc1ccccc1
    -21%	-15	-2%	10%	?	-1%	-16%	4%	-8
- Cc1n[nH]c(=O)c2c(NC(=O)COC(=O)Cc3c(F)cccc3Cl)oc(C)c12
    8%	2	-4%	9%	24	5%	2%	-1%	16
- COCCCN(C(=S)Nc1cccc(Cl)c1)C(C)c1ccncc1 (stereo not drawn)
    4%	-2	0%	4%	8	-21%	-1%	5%	6
- CC(=O)c1ccc(Nc2nc(C(C)N)cs2)cc1 (stereo not drawn)
    7%	0	7%	20%	-23	2%	12%	.	-26
- COc1cc(NC(=S)NC(=O)CCc2ccccc2)cc(OC)c1
    -28%	-12	-2%	-27%	-52*	?	-30%	17%	0
- CCOC(=O)c1c(NC(=O)CN2CCN(C(=O)c3ccco3)CC2)sc(C)c1C
    3%	20	15%	0%	16	?	4%	6%	0
- N#C/C(=C\c1cccnc1)C(=O)NC1CCCCC1
    6%	7	-5%	-4%	0	0%	8%	9%	-78*
- Cc1ccc(CNC(=O)C2CCCCN2S(=O)(=O)c2ccccc2)cc1 (stereo not drawn)
    -1%	25	7%	4%	25	-16%	-3%	-9%	-3
- CC(C)(C)c1cc(Cl)ccc1OCCOCCN1CCCC1
    18µM*	-29	4%	-29%	-30	-20%	15µM*	21%	-75*
- CCCNC(=O)[C@H](C)NC(=O)c1ccc(Br)cc1
    2%	5	-5%	0%	5	-11%	0%	-10%	3
- COc1ccc(C(=O)Nc2nc(N3C(=O)c4ccccc4C3=O)n(-c3ccccc3)n2)cc1
    15%	-6	-6%	4%	-91*	16%	7%	-4%	-5
- C=CCn1c(=S)[nH]c2scc(-c3ccco3)c2c1=O
    -5%	2	-5%	-3%	16	-2%	-1%	?	-9
- CN1CCc2c(OCC(=O)NC3CCCCC3)cccc2C1=O
    8%	7	-3%	-1%	36	10%	8%	-16%	0
- C=CCN1C(=O)c2ccc(C(=O)N(C)CC(=O)Nc3ccccc3Cl)cc2C1=O
    -5%	-7	0%	10%	2	9%	-2%	1%	5
- CC(C)C[C@H](NC(=O)N1CCn2c1nc1ccccc12)C(=O)NCC1CCCO1 (stereo partly drawn)
    28%	1	2%	4%	11	2%	25%	-3%	-9
- CCN(CC1COc2ccccc2O1)C(=O)c1ccc(Cl)c(S(=O)(=O)N2CC(C)OC(C)C2)c1 (stereo not drawn)
    -1%	-6	7%	-24%	0	?	?	-77%[inhibitor]	-3
- COc1ccc(CCNC(=O)C(=O)NCC2OCCN2S(=O)(=O)c2ccc(C)cc2)cc1OC (stereo not drawn)
    -4%	-7	9%	-6%	-1	?	?	6%	1
- CN(CC(=O)Nc1ncn[nH]1)S(=O)(=O)c1ccc(Cl)cc1
    -6%	1	3%	4%	-3	?	-10%	0%	0
- COc1ccccc1N1CCN(S(=O)(=O)c2ccc([N+](=O)[O-])cc2)CC1
    5%	1	-1%	0%	17	-6%	3%	.	-4
- COc1cccc(C(=O)Nc2ccc(NC(=O)C(C)(C)C)cn2)c1
    -2%	1	-11%	-3%	8	0%	-6%	2%	-7
- CC1(C(=O)Nc2cccc(Oc3ccccc3)c2)CCN1Cc1cccc2c1OCO2 (stereo not drawn)
    ?	17	12%	-10%	62	?	?	.	-11
- CSCC[C@H](NC(=O)Nc1ccc(C)cc1C)C(=O)O
    12%	-3	2%	6%	?	29%	-6%	0%	8
- CCOc1ccc(S(=O)(=O)N2CCCCC2)c(C)c1C
    -9%	5	7%	-8%	7	-10%	-16%	-25%	-4
- CC(C)c1ccc(CN2CCN(S(=O)(=O)c3ccc(Cl)s3)CC2)cc1
    -22%	0	10%	3%	0	-20%	-9%	-7%	19
- CCOC(=O)c1sc(NC(=O)C(C)(C)C)cc1C
    -3%	8	-3%	-3%	-6	-13%	4%	2%	-13
- Cc1noc(C)c1C(=O)N1CCC1(C)C(=O)NS(=O)(=O)c1ccc(Cl)cc1 (stereo not drawn)
    20%	-3	-3%	0%	-2	-4%	1%	.	5
- Cn1c(=O)n(CCc2ccccc2)c2ccccc21
    2%	5	4%	8%	-8	-3%	3%	-4%[9.22 µM]	22
- COc1ccccc1C(=O)Nc1c2c(nn1-c1cccc(C)c1C)CS(=O)(=O)C2
    ?	21	-3%	5%	21	?	-1%	-3%	10
- COc1ccc(CC(=O)NNC(=O)c2cc(Cl)ccc2OC)cc1
    0%	5	-4%	12%	2	-2%	3%	-3%	-5
- Cc1cc(Br)cn2c(CC(C)(C)C)c(-c3cccc(Cl)c3)nc12
    -13%	4	3%	0%	27	1%	-8%	.	43
- Cc1ccc(N(C)S(=O)(=O)c2c[nH]c3ccc([N+](=O)[O-])cc23)cc1
    -1%	-8	9%	4%	-1	0%	-15%	11%	-10
- C(=C\c1ccco1)/c1nc2ccccc2[nH]1
    -23%	-1	-6%	?	1	?	-19%	?	37
- CCCn1c(=O)c(C(=O)N/N=C/c2ccc(F)cc2)c(O)c2ccccc21
    -2%	2	7%	-6%	18	?	15%	2%	4
- CCOCCn1c(COc2ccccc2)nc2ccccc21
    0%	-4	2%	-2%	0	?	-1%	-11%	-4
- CCCC(C(=O)NC1CCCC1)N(Cc1cccs1)C(=O)c1snc(C(N)=O)c1N (stereo not drawn)
    -19%	13	-1%	1%	0	2.3µM*	-2%	-1%	-4
- O=C(/C=C/c1ccccc1Cl)Nc1ccc2c(c1)C(=O)NC2=O
    -6%	-6	7%	15%	-8	9%	-2%	-2%	-11
- Cc1cccc(CN2CCC(Oc3ccc(C(=O)N4CCCC4)cc3)CC2)n1
    10%	-17	8%	.	-13	.	4%	3%	2
- CC(C)(C(N)=O)c1ccccc1
    7%	12	11%	-4%	7	0%	9%	-1%	0
- O=c1[nH]c(SCCN2CCOCC2)nc(O)c1-c1ccccc1
    9%	-9	-2%	6%	-6	14%	-13%	-29%	15
- C#CCNC(=O)C1=C[C@H](c2ccc(C#C)cc2)C[C@H](OCc2ccc(CO)cc2)O1
    -3%	2	2%	0%	-12	-11%	-2%	?	-12
- COC(C[C@@H](O)[C@H](C)[C@@H](O)COCc1ccccc1)OC
    8%	-39	-1%	1%	0	-10%	8%	-29%	1
- O=C(Cn1c(=O)n(Cc2ccccc2)c(=O)c2sc3ccccc3c21)NCc1ccccc1Cl
    .	-3	1%	0%	.	9%	.	.	.
- CS(=O)(=O)CCC(C(=O)O)N1C(=O)c2ccc(Oc3ccc(Cl)cc3)cc2C1=O (stereo not drawn)
    7%	5	-3%	10%	6	0%	3%	-9%	0
- Cc1ccccc1CN1C(=O)c2ccccc2S(=O)c2ccc(C(=O)NCCCN3CCOCC3)cc21 (stereo not drawn)
    -6%	-9	-2%	0%	-13	-12%	-5%	-23%	-6
- Cc1ccc2[nH]c3c(=S)nc[nH]c3c2c1
    12%	15	16%	0%	-15	?	4%	18%	0
- O=C(CN1C(=O)C2CCCCC2C1=O)OCn1nnc2ccccc2c1=O (stereo not drawn)
    12%	5	1%	21%	12	-1%	-4%	?	?
- CCOc1ccc(C(=O)N(CN2CCCC2=O)c2cccc(Cl)c2)cc1
    -10%	4	4%	-2%	11	?	-7%	0%	92
- CC1=NN(c2ccc(Br)cc2)C(=O)/C1=C/c1ccc(-c2ccccc2C(=O)O)o1
    -6%	3	1%	0%	-9	-4%	-6%	14%	-14
- CC1CCCN(C(=O)C2(NC(=O)Nc3cccc(F)c3)CCCCC2)C1 (stereo not drawn)
    4%	1	-9%	6%	3	-2%	16%	0%	-5
- O=C1CCC(/C=C/c2ccccc2)=NN1
    1%	-4	12%	?	7	5.2µM*	0%	-31%[inhibitor]	0

# Entries of single compounds as entered above:
# Entry for `Cn1c(=O)n(CCc2ccccc2)c2ccccc21` = HT1080 IDH1KD tx = 2%; DRD3 agonist = 5; GLP1R ag = 4%; KB-3-1 tox = 8%; D3 antag = -8; KB-V1 MDR tox = -3%; HT1080-NT tox = 3%; SW480 rereplic = -4%[9.22 µM]; IL1B secr inh = 22
# Entry for `Cc1ccccc1CN1C(=O)c2ccccc2S(=O)c2ccc(C(=O)NCCCN3CCOCC3)cc21` (stereo not drawn) = HT1080 IDH1KD tx = -6%; DRD3 agonist = -9; GLP1R ag = -2%; KB-3-1 tox = 0%; D3 antag = -13; KB-V1 MDR tox = -12%; HT1080-NT tox = -5%; SW480 rereplic = -23%; IL1B secr inh = -6
